# Bioassay records from PubChem BioAssay.
# mcGAS RapidFire: inhibitors of mouse cGAS. Q8C6L5. recombinant mouse cGAS, cGAMP by RapidFire MS. inhibition, % at 12.5 µM. actives 0.18% (n = 130,000);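 active = inhibition of cGAS enzyme activity at or above 60%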;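 note: enzyme stimulated by 45 bp dsDNA with ATP and GTP substrates; cGAMP share of summed cGAMP plus half ATP and half GTP signals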
# Target sequence (Q8C6L5 whole entry, looked up): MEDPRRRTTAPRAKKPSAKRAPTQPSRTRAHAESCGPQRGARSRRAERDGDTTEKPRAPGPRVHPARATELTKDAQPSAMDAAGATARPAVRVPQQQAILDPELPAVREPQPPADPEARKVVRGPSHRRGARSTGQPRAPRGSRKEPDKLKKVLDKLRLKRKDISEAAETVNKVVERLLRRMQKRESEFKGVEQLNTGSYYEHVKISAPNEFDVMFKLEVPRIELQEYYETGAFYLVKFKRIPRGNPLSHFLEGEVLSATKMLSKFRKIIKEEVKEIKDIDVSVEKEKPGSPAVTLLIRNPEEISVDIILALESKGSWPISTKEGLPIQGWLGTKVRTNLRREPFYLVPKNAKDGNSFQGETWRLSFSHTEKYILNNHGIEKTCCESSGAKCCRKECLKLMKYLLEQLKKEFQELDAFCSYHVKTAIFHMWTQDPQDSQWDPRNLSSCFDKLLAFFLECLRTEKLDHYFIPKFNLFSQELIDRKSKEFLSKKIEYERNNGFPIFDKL
# * marks the source's active call; other numbers are inactive results; & = joins results of further samples.
mcGAS RapidFire,smiles
-16,COc1ccc(C(C)N2CCC(n3cncn3)CC2)cc1Cl (stereo unspecified)
-13,Cc1ccccc1S(=O)(=O)NC(=O)C1(C)CCN1C(=O)c1cccc(F)c1 (stereo unspecified)
0,Fc1ccccc1-c1nnc(SCc2nc3ccccc3o2)o1
-20,CCCCc1ncc(CN(C)Cc2cccc3ncccc23)[nH]1
-12,O=C(NCc1csc2ccccc12)N1CCS(=O)(=O)CC1
11,Cn1c(Cl)c(C=O)c2cc(C=O)ccc21
4,CN(C)CCCNC(=O)C12CC3CC(CC(C3)C1)C2
-2,O=C(CNc1ccc(Br)cc1)c1ccc(O)cc1
-8,COC1CCN(C(=O)C(C)CS(=O)(=O)c2ccc(F)cc2)CC1 (stereo unspecified)
-4,CN1CCN(Cc2nc3c(c(=O)n(C)c(=O)n3C)n2CC(N)=O)CC1
-5,CCN1CCN(C(=O)c2ccc(N3CCC(NCc4cc5ccccc5[nH]4)CC3)cc2)CC1
-15,CCc1nc(CNC(=O)c2ccc(OCC(=O)N3CCCCC3)cc2)no1
1,COc1ccc(OCCNS(=O)(=O)c2ccccc2Br)cc1
-11,Cc1cc(C(C)(C)C)c([N+](=O)[O-])c2c1CC2(C)C
0,COc1cccc(-c2cc(COC(=O)c3cc4ccccc4oc3=O)no2)c1
-20,CC(=O)N1CCC(N(C)CCc2scnc2C)CC1
6,CN1CC2(CCCN(C(=O)c3cnn4ccccc34)C2)OC1=O (stereo unspecified)
7,NC(=O)CN1CC=C(CN2CCN(C(=O)c3cccs3)CC2)CC1
-9,CC(=O)c1ccc(Nc2ncnc3c2nnn3C)cc1
-42,CSc1cccc(CN(C)C(=O)c2cn(Cc3ccc(F)cc3)nn2)c1
-10,O=S1(=O)N=CNc2ccc(S(=O)(=O)Nc3ccccc3Br)cc21
-16,CC(c1cccc(-c2ncnc3sccc23)c1)N1CCCC1 (stereo unspecified)
-9,CN(Cc1ccccc1)c1nc(N)c([N+](=O)[O-])c(NCc2ccco2)n1
-10,CC(=O)N1C(=O)C2(OC(c3ccncc3)=NN2C(C)=O)c2ccccc21 (stereo unspecified)
-1,Cc1ccc(N(CCCCN2C(=O)c3ccccc3C2=O)C(=O)c2cccs2)cc1
6,CC(C)NS(=O)(=O)c1cc(C(=O)O)cc(-c2ccc(N(C)C)nc2)c1
1,Oc1ccc(Cl)c2cccnc12
-13,N#C/C=C(\c1ccccc1)N1CCC(C(=O)Nc2ccc(S(N)(=O)=O)cc2)CC1
-1,O=S1(=O)CCN2C(c3cc(F)ccc3F)=CSC2=N1
8,Cc1nn(C)c(C)c1C=CC(=O)N1CCN(S(=O)(=O)c2ccccc2F)CC1

# Entries listed so far containing bromine (three):
mcGAS RapidFire,smiles
-2,O=C(CNc1ccc(Br)cc1)c1ccc(O)cc1
1,COc1ccc(OCCNS(=O)(=O)c2ccccc2Br)cc1
-10,O=S1(=O)N=CNc2ccc(S(=O)(=O)Nc3ccccc3Br)cc21

# Exported field by field: part of the list above
COC1CCN(C(=O)C(C)CS(=O)(=O)c2ccc(F)cc2)CC1 (stereo unspecified)
  mcGAS RapidFire: -8
CCN1CCN(C(=O)c2ccc(N3CCC(NCc4cc5ccccc5[nH]4)CC3)cc2)CC1
  mcGAS RapidFire: -5
CN1CCN(Cc2nc3c(c(=O)n(C)c(=O)n3C)n2CC(N)=O)CC1
  mcGAS RapidFire: -4
CN(C)CCCNC(=O)C12CC3CC(CC(C3)C1)C2
  mcGAS RapidFire: 4

# Continuation:
mcGAS RapidFire,smiles
-3,COc1ccc(C2CC(=O)NCCN2Cc2ccc(N3CCN(C)CC3)cc2)cc1 (stereo unspecified)
-12,CC(CC(=O)c1ccccc1F)C(=O)NCc1cnc(N(C)C)n1C (stereo unspecified)
-3,C=C(C)Cn1c(SCC(=O)NC2CCCC2)nc2sc3c(c2c1=O)CCC3
-11,Fc1ccc2c(c1F)n1c3c(c(-c4ccco4)cn23)CCCC1
-1,O=C(NCc1ccc2c(c1)OCO2)c1ccccc1C1CCNC1 (stereo unspecified)
-2,CCOc1ccccc1-c1nc(C(N)=O)c2[nH]c(=O)n(-c3cccc(OC)c3)c2n1
-21,Cc1cc(C)c(CN2CCCC(Cn3ccnc3C)C2)c(-n2cccn2)c1 (stereo unspecified)
-3,Cc1cc(N)nc(SCC(=O)Nc2ccc(C(C)(C)C)cc2)n1
-6,O=C(c1ccc(Cl)cc1)N1CCN(C(C(=O)N2CCOCC2)C2CCCC2)CC1 (stereo unspecified)
-8,CC(C)C(=O)Nc1cc(N2CC(C(=O)O)CC2=O)ccc1F (stereo unspecified)
5,O=C1NC2(CCCCC2)C(=O)N1CN1CCN(Cc2cc(=O)n3ccsc3n2)CC1
-9,CC(Sc1nnnn1CCc1cccs1)C(=O)N1CCNC1=O (stereo unspecified)
-28,O=C(c1ccc2[nH]ccc2c1)N1CCC(Cn2cc(-c3cccnc3)nn2)CC1
-6,CCCCn1nnnc1NCc1cccnc1
-29,CCOC(=O)c1c(CSc2nc(C)cc(C)n2)nc2c3ccccc3ccn12
-21,Cc1cnc(C(=O)N2CCCC3(CC2)CNC(=O)O3)cn1 (stereo unspecified)
-2,COc1ccccc1NC(=O)Nc1sc(C)c(C)c1C#N
-40,O=CN1CCn2c3c(c4cc(C5CCCCC5)ccc42)CCCC31 (stereo unspecified)
1,CC(=O)C(C(C)=O)=c1cc(Nc2cccc(C)c2)c2c(O)c3ccccc3c3onc1c23
-6,Cc1cc(C)n2cc(CSc3nnc4ccccn34)nc2n1
1,CC(=O)OCC(=O)[C@@]1(O)CCC2C3CCC4=CC(=O)C=C[C@]4(C)[C@@]3(Cl)[C@@H](Cl)C[C@@]21C (stereo partly specified)
-11,CC(CCn1cccn1)n1ccnc1-c1cc2ccccc2o1 (stereo unspecified)
-29,COc1nccnc1-c1ccc(C(C)N2CCCCC2)cc1 (stereo unspecified)
6,O=S(=O)(c1ccc(F)cc1F)N1CCN(Cc2cccc3cccnc23)CC1
-11,C1=CCC(c2cn(Cc3cnc4ccccc4c3)nn2)CC1 (stereo unspecified)
2,CC(C)S(=O)(=O)c1ccc(CC(=O)N2CCCCC2)cc1
-8,CC1C(=O)N(c2ccc(Cl)c(Cl)c2)CCN1Cc1ccccc1 (stereo unspecified)
0,O=C(Cc1c[nH]c2ccccc12)n1ccccc1=NC1CCCCC1
-2,O=C(Nc1ccc2c(c1)CN(Cc1ccc3nsnc3c1)CC2)C1CCCO1 (stereo unspecified)
-2,COC(=O)CCC(=O)N1CCCC(C(=O)c2ccc3cc(OC)ccc3c2)C1 (stereo unspecified)
-6,CCCC(=O)N1CCC1(C)C(=O)NS(=O)(=O)c1cccs1 (stereo unspecified)
-13,CC(c1nncn1C(C)C)n1cc(CCc2ccccc2)nn1 (stereo unspecified)
-7,Cc1nc(COc2ccc(C3NC(=O)c4cccnc4N3)cc2)cs1 (stereo unspecified)
-3,Cc1cccc(C(=O)Nc2nc(C)c(Br)cc2Br)n1
-5,Cc1ccc(Cl)cc1NC(=O)COC(=O)c1ccccc1C(F)(F)F
2,N#Cc1ccccc1Sc1ccccc1C(=O)OCC(=O)N1CCCC1
-3,Cc1cc(C)c(C#N)c(SCC(=O)NC(C)c2ccc3c(c2)OCCO3)n1 (stereo unspecified)
-13,CCc1ccc(-c2c(-c3ccccc3)ncn2CCCO)o1
-7,Cc1cnc(C(=O)Nc2cc(C(F)(F)F)ccc2N(C)C)cn1
-12,Nc1nc(SCC(=O)N(CCO)CCO)nc2sc3c(c12)CCCC3
4,O=C(/C=C/c1cn(S(=O)(=O)c2cccc3ccccc23)c2ccccc12)NCCCN1CCOCC1
-9,FC(F)(F)C1CCCn2c(CNCc3cccc4[nH]ccc34)nnc21 (stereo unspecified)
-12,CCn1nnc2c(NCCOC)ncnc21
14,Cc1ccc2nc(C)c(NC(=O)c3ccc(F)cc3F)c(=O)n2c1
-8,CCc1ccc(CCC(=O)N2CCN(c3ccc(S(=O)(=O)N4CCOCC4)cn3)CC2)cc1
-17,Cc1ccc(/C=C/C(=O)NCc2ccc(CN3CCOCC3)cc2)c(C)c1
-19,O=C(c1ccc(=O)[nH]c1)N1CCOC(C(F)(F)F)C1 (stereo unspecified)
-4,O=C(CCC(=O)OCc1ccc(Cl)cc1)Nc1ccc(Cl)cc1
-10,Cc1ccc(C)c(CSc2ncc(CO)n2CC(N)=O)c1
-8,O=C1C2CCCCN2C(=O)c2ccccc2N1CC(=O)N1CCCCC1c1nccs1 (stereo unspecified)
-5,O=C(CN1CCN(C(=O)c2cn(-c3ccccc3)nc2-c2ccccc2)CC1)NC1CC1
7,Cc1cc2nc(CN(C)Cc3cnc(S(C)(=O)=O)n3CC(C)C)[nH]c2cc1C
-2,COc1cc(/C=C/CN2CCCC(C(=O)Nc3ccc(-c4ccco4)cc3)C2)ccc1O (stereo unspecified)
3,COc1ccc(C2c3cccn3CCN2C(=O)NCc2ccccc2)cc1 (stereo unspecified)
1,Cc1nc(C2(NC(=O)CCNC(=O)OCC(F)(F)F)CCCC2)no1
-10,CCCc1cc(=O)[nH]c(N=C(N)Nc2cccc(C)c2)n1
-25,CN1CC2(CCCN(C(=O)CCn3nnc4ccccc43)C2)OC1=O (stereo unspecified)
-6,O=C(O)c1cc(Cl)ccn1
-12,O=C(CCn1cnc2ccccc2c1=O)NC1CCCN(CC2CCCCC2)C1 (stereo unspecified)
-12,Cn1c(-c2nccn2CCCc2ccncc2)nc2ccccc21

# The listing continues.
mcGAS RapidFire,smiles
-14,Cc1[nH]nc(CCC(=O)N2CCc3c(nc[nH]c3=O)C2)c1C
-4,Cc1cc(NC(=O)c2ccc(CN(C)C(=O)C(C)C)cc2)n[nH]1
-6,Cc1nc2c(c3nc(C#N)c(C#N)nc3n2Cc2ccco2)c2nc3ccccc3n12
-2,COc1ccc(-c2nn(-c3ccccc3C)cc2CN2CCCC2c2nonc2C)cc1F (stereo unspecified)
26,COc1ccc(S(=O)(=O)CCCC(=O)N2CC(=O)Nc3ccccc32)cc1
-4,O=c1oc2ccc(Br)cc2cc1-c1nnc(Nc2cccc3ccccc23)s1
2,CC(NC(=O)N1CCCC(O)C1)C(C)(C)CN(C)C (stereo unspecified)
2,CCCCCn1c(=O)c2c(nc3n2CCCN3c2ccc(Br)cc2)n(C)c1=O
-9,Cc1c(C(=O)N(C)Cc2ccc(F)cc2)sc(=O)n1Cc1ccc(C(C)C)cc1
-18,O=C1CC(c2ccc(S(=O)(=O)N3CCCC3)cc2)CN1 (stereo unspecified)
-25,Cc1ccc(-n2c(=O)[nH]c3c(C(=O)NC4CCCCCC4)cn(C)c3c2=O)cc1
-1,C=CCn1c(C)c(C)n2c3c(=O)[nH]c(=O)n(C)c3nc12
1,O=c1[nH]nc(CCn2cccn2)n1-c1ccccc1-c1ccccc1
-4,Cc1ncc(CN2CCc3cccc(C)c32)s1
-12,CNC(=O)c1nnc2n1CCN(C(=O)c1ccc(OC)cc1)C2
-12,Cc1nc2ccccn2c(=O)c1NC(=O)c1cccc([N+](=O)[O-])c1C
-17,O=C1NCCNC12CCN(S(=O)(=O)c1ccccc1C(F)(F)F)CC2
-3,O=S1(=O)CCC(N2CCCCC2)C1 (stereo unspecified)
-20,O=C(NC1CC(=O)N(CCc2ccccc2)C1)c1[nH]cnc1-c1ccccc1 (stereo unspecified)
-6,N#Cc1ccc(NC(=O)CN2CCSC2=O)cc1
-4,CCn1cc(/C=C(\C#N)C(=O)Nc2cccc(C(F)(F)F)c2)c(C)n1
14,O=c1nc(Nc2ccc3c(c2)OCO3)sc2ncccc12
-7,Cc1nc2ccccn2c(=O)c1NC(=O)c1ccc(Cl)cc1
14,CNc1nc(-c2ccc(Cl)cc2)c(CC(=O)O)s1
2,Cc1nc(SCC(=O)NC(C)(C)C)c2c(C)c(C)sc2n1
20,C=C(c1ccccc1)c1cc2c3c(c1)CCCN3CCC2
-2,Cn1cc(C(=O)NC2CCCCC2)c2[nH]c(=O)n(Cc3ccccc3)c(=O)c21
-9,CCN(CCc1nc2ccc(C)cc2[nH]1)C(=O)Cc1csc(C)n1
0,CC12CCC(C/C1=N\Nc1nn[nH]n1)C2(C)C (stereo unspecified)
-15,CSc1nnc2c(n1)OC(c1ccco1)Nc1ccccc1-2 (stereo unspecified)
1,Cc1ccc(C(=O)NCC(=O)N2CCC3CCCCC3C2)cc1C (stereo unspecified)
5,Clc1ccc2nc(-c3ccco3)c(Nc3ccc4c(c3)OCO4)n2c1
-10,O=C(c1ccc(-c2ccccc2)c(F)c1)C1CCCN(C(=O)c2ccco2)C1 (stereo unspecified)
37,CCc1nccc(CN2CCCn3nc(C(=O)OC)cc3C2)n1
0,COc1ccccc1COn1c(=O)c(-c2ccco2)[n+]([O-])c2ccccc21
-12,Cc1ccc(N=Cc2nc(-c3ccc(C)cc3)oc2O)cc1
-11,N#CCCN(C(=O)CCc1ccc(C(F)(F)F)cc1)C1CC1
-18&-12&-5,CCCC(=O)Nc1ccc(OCC(O)CNC(C)C)c(C(C)=O)c1 (stereo unspecified)
-8,CCCCN(C(=O)CSc1nc2sccc2c(=O)[nH]1)C(C)CC (stereo unspecified)

# 3 compounds already listed, arranged by the value under mcGAS RapidFire, largest number first:
canonical_smiles | mcGAS RapidFire
CCc1nccc(CN2CCCn3nc(C(=O)OC)cc3C2)n1 | 37
Clc1ccc2nc(-c3ccco3)c(Nc3ccc4c(c3)OCO4)n2c1 | 5
Cc1ccc(C(=O)NCC(=O)N2CCC3CCCCC3C2)cc1C (stereo unspecified) | 1

# Not all compounds are listed; rates above refer to the full screens.
